Screening results: PubChem, several laboratories
FXIa inh 1536 = human FXIa protease inhibitors, primary screen, biochemical, 1536-well; hit rate 0.14% among 220,000; inhibition, % at 5 µM; Coagulation factor XI (Homo sapiens), P03951; purified FXIa, Boc-Glu-Ala-Arg-AMC fluorogenic substrate;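 active = inhibition of at least 40%; inactive = inhibition below 40%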;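 also: fluorescence of freed AMC excited at 355 nm; 0% = enzyme without compound and 100% = no enzyme blank; many of its hits are not listed in these tables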
Wee1 stabilizer = Wee1 degradation inhibitors, primary screen, cell-based, HeLa, Wee1K328M-luciferase, luminescence; hit rate 1.2% among 220,000; HeLa Luc-Wee1K328M stability; 100% = proteasome inhibitor MG132 effect; reporter increase, % at 5 µM; AID 1321, 2008;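 active = activation above the mean of all tested compounds plus 3 SD, set per screening run, cut at about 8.8% in these data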;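 also: cells exposed to compound for 20 h before luminescence read; 0% = DMSO alone and 100% = MG132 at 30 µM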
Target sequence (P30291 whole entry K328M): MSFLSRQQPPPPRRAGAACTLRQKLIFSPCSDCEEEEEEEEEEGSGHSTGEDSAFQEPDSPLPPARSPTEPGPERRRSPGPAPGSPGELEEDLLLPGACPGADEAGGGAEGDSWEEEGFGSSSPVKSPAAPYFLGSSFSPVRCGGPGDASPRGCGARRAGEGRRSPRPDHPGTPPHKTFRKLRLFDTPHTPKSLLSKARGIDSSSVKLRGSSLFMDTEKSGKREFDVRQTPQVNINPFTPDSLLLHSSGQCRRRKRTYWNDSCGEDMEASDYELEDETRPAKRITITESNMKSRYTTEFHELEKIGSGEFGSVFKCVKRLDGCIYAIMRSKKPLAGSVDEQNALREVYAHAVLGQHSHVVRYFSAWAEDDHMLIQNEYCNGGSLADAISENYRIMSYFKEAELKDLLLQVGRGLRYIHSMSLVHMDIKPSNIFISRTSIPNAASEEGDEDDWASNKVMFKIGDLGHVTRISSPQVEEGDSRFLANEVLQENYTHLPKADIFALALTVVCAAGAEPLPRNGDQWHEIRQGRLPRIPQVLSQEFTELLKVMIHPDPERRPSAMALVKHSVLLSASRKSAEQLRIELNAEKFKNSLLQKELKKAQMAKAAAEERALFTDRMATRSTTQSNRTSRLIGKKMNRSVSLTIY
MDM2 E3 inh = MDM2-luciferase reporter signal enhancers, primary screen, MDM2 E3 ligase inhibitor project, cell-based, luminescence, 1536-well; cell-based MDM2 ubiquitination luciferase reporter, 2 h; 0 = plate control, 100 = twice control, blank-subtracted; hit rate 0.11% among 210,000; signal enhancement, % at 5 µM;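 active = signal enhancement of 30% or more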;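 also: luminescence tracks abundance of the self-degrading MDM2-luciferase fusion protein; higher signal means inhibition of MDM2 E3 ligase activity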
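Test system: mammalian cells stably expressing self-ubiquitinating, self-degrading MDM2 E3–luciferase fusion; Amount: 2000 cells in each well; Medium: DMEM; Schedule: 4 h settle plus 2 h compound, 37 °C; Technique: SteadyLite luciferase luminescence after 15 min room-temperature reagent incubation; Benchmarks: plate control and blank wells.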
Rad51 HR inh = human RAD51 strand exchange inhibitors, primary screen, biochemical, fluorescence. inhibition, % at 10 µM. hit rate 0.085% among 200,000. AID 1385, 2008. hRad51 DNA strand exchange, fluorescence dequenching. DNA repair protein RAD51 homolog 1 (Homo sapiens), Q06609;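 active = inhibition above 40% at the single screening dose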;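 also: 0% = DMSO control wells and 100% = blanks with heterologous ssDNA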
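System: hRad51 filaments on single-stranded DNA; reagent: Fluorescein- and BHQ1-tagged 47-mer duplex; compound dosing: one concentration, 10 µM final; timing: filaments 15 min 37 °C, then compound 30 min; measured by: fluorescein emission 520 nm, excitation 485 nm; benchmarks: per-plate controls and blanks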
eIF4E-4G inh = eIF4E–eIF4G protein interaction inhibitors, primary screen, biochemical, uHTS, TR-FRET, eIF4GI fragment; Eukaryotic translation initiation factor 4E (Mus musculus) + Eukaryotic translation …; TR-FRET eIF4E-eIF4GI(517-606) binding, 2 h; inhibition, % at 21.7 µM; hit rate 0.37% among 220,000;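 active = inhibition above about 30%, limit read from the data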;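 also: 0% = full FRET control wells and 100% = background wells lacking eIF4GI fragment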
p97 ATPase inh = inhibitors of human p97 ATPase, primary screen, biochemical; AID 1481, 2009; hit rate 0.42% among 220,000; recombinant p97 ATPase, Kinase-Glo ATP luminescence, 3 h; inhibition, % at 8 µM; in the data active = inhibition above about 15%;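 also: 0% = DMSO vehicle and 100% = wells lacking enzyme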
14-3-3 Bad PPI = inhibitors of 14-3-3 zeta/Bad binding, primary screen, biochemical, TR-FRET, bovine 14-3-3 zeta. TR-FRET 14-3-3zeta/Dy647-pBad peptide displacement, 1 h. AID 781, 2007. inhibition, % at 21.7 µM. hit rate 0.71% among 220,000. 14-3-3 protein zeta/delta (Bos taurus), P63103;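 active = inhibition above about 70%, limit read from the data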;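 also: 0% = full 14-3-3 plus peptide FRET controls and 100% = background without 14-3-3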
Target sequence (P63103 whole entry, looked up): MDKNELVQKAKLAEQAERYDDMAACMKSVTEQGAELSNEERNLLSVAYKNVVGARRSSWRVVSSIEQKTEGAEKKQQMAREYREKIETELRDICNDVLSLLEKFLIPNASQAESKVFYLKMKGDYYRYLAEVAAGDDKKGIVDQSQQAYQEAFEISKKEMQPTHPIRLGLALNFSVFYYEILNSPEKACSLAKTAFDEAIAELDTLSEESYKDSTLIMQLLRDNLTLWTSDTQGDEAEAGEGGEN
hK5 inh = human KLK5 protease inhibitors, primary screen, biochemical, 1536-well | inhibition, % at 5 µM | Kallikrein-5 (Homo sapiens), Q9Y337 | AID 873, 2007 | hit rate 0.59% among 210,000 | recombinant hK5, fluorogenic AMC substrate cleavage;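 active = inhibition of 40% or more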;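 also: 0% = enzyme controls without compound and 100% = no-enzyme blanks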
FXIIa inh = human FXIIa protease inhibitors, primary screen, biochemical, 1536-well | inhibition, % at 5 µM | AID 800, 2007 | Coagulation factor XII (Homo sapiens), P00748 | hit rate 0.3% among 220,000 | purified FXIIa, Boc-QGR-AMC fluorogenic substrate, 2 h; in the data active = inhibition above about 40%;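 also: 0% = enzyme with no compound and 100% = blank without enzyme; many of its hits are not listed in these tables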
* = called active by the depositor; i = inactive; . = no result given; [ ] = remark or other dose.

Rad51 HR inh,hK5 inh,p97 ATPase inh,Wee1 stabilizer,eIF4E-4G inh,MDM2 E3 inh,FXIIa inh,14-3-3 Bad PPI,FXIa inh 1536,SMILES
-109,2,1,-1,1,-9,2,-8,-3,CCN(CC)C(=O)C1CCN(Cc2cn(C)nc2-c2ccc(Oc3ccccc3)cc2)CC1
24,-3,1,-1,1,1,5,-6,-2,Cc1ccc(C(=O)Nc2ccc(C(=O)N3CCCCC3)cc2)cc1
1,-5,5,9.0*,-5,.,2,-8,-3,O=c1[nH]c(=S)[nH]cc1Oc1ccc(Cl)cc1Cl
-76,-18,10,0,1,-51,4,22[fluorescence artefact?],-4,O=C(Nc1ccc([N+](=O)[O-])cc1)Nc1nc(-c2ccc(Cl)s2)cs1
.,.,3,-2,7,-23,-2,4,-11,COc1ccc(-c2ccnc3ncnn23)cc1
-27,-5,2,1,5,-13,3,5,-1,Cc1cccc(NC(=O)COC(=O)CCc2ccc(S(=O)(=O)N3CCOCC3)cc2)c1C
.,.,6,0,-1,.,14,-1,2,COC(=O)C(C)Sc1ccc2nnc(CCNS(=O)(=O)c3ccccc3)n2n1 (configuration not stated)
-5,25,-2,-3,2,-91,33,7,33,COCCNC(=O)C(c1ccc(C)o1)N(CCOC)C(=O)Cn1nnc2ccccc21 (configuration not stated)
2,-19,1,-1,1[fluorescence artefact?],2,12,12,4,CCC1C(=O)n2nc(-c3ccccc3)cc2N=C1C (configuration not stated)
8,2,3,-4,-4,-3,9,-4,-2,O=C(NCc1ccccn1)C(=O)Nc1ccccc1
.,-2,6,4,-2,-17,8,-9,-4,Cc1cc(C)nc(/N=C(\N)Nc2ccc3c(c2)OCCO3)n1
.,21,-1,0,3,-5,9,-3,3,CCOC(=O)Cn1nnnc1CN1CCN(c2ccc(OC)cc2)CC1
7,2,6,-3,6,-12,4,4,2,CN(CC(=O)O)S(=O)(=O)c1ccc2[nH]c(=O)c(=O)[nH]c2c1
.,-5,10,1,6,.,10,31[fluorescence artefact?],7,Cc1cc2cc(CCNC(=O)C3c4ccccc4Oc4ccccc43)c(=O)[nH]c2cc1C
-8,-21,4,-2,-4,-17,0,-12[fluorescence artefact?],-8,Cc1nc(SCC(=O)c2cc3ccccc3oc2=O)c(C#N)c(C)c1C(=O)Nc1ccccc1
9,9,-2,1,2,-14,5,9,-1,CC(=O)Nc1ccc(NC(=O)COC(=O)c2n[nH]c3ccccc23)cc1
-4,i,3,5,-13,-9,-160,-15,-51,CCN(CC)Cc1c(O)c(Cl)cc2c(C)c(C)c(=O)oc12
-1,-26,-4,1,11,-4,-8,-27,-9,CCCc1cc(-c2n[nH]c(=S)n2Cc2ccccc2)cs1
-1,-1,-3,0,4,-10,10,6,4,CCCCc1ccc(NC(=O)c2c(C)noc2C)cc1
-4,1,-6,5,9,-19,8,8,15,O=C1CCCc2c1[nH]c1ccc(CN3CCCCC3)cc21
-5,3,1,-3,-6,.,12,14,7,CCCC(C(=O)NCc1ccccc1)N(C(=O)Cn1nnc(-c2cccs2)n1)c1ccc2c(c1)OCCO2 (configuration not stated)
12,5,-1,2,4,-16,2,-3,-16,O=C(CCOc1ccc(F)cc1)Nc1nccs1
2,-7,0,-1,-3,-4,2,-10,-4,COc1ccc(C(=O)CSc2ccc3nnc(-c4cccnc4)n3n2)cc1
.,-1,-1,3,-1,-16,5,2,-3,C1CCN(Cc2nnnn2CC2CCCO2)CC1 (configuration not stated)
4,7,6,2,-3,-11,4,-8,-5,COc1cc2c(cc1NC(=S)Nc1ccccc1C)oc1ccccc12
2,-3,-3,1,3[fluorescence artefact?],0,0,-1[fluorescence artefact?],-4,C=CCn1c(SCC(N)=O)nnc1-c1cc2c(s1)CCC(CC)C2 (configuration not stated)
-7,5,7,0,0,2,11,-15,0,COc1ccc(Cc2nnc(SCC(=O)N3CCCCC3)o2)cc1
-2,7,1,-3,2,-10,8,-21,-5,Cc1ccc(Cl)cc1NC(=S)N1CCC(c2ccccc2)C1 (configuration not stated)
-1,5,6,0,-2,5,10,6,8,O=C(c1ccc(Cl)c(F)c1F)N1CCCC1
9,-4,2,-4,-2,-18,1,-4,-10,Nc1nc(NCc2ccco2)nc(N2CCCCCC2)c1[N+](=O)[O-]
13,2,-4,-1,2,-4,9,2,-3,CCOC(=O)C1CCCN(C(=O)c2cc(-c3ccc(C)cc3)nc3ccccc23)C1 (configuration not stated)
3,-11,1,0,1,9,-8,8,4,Cc1ccc2nc(CSc3nnc(Cc4cccs4)n3C3CCCCC3)cc(=O)n2c1
-4,-4,-6,-1,-7,-3,0,-12,5,Cc1ccc(S(=O)(=O)Cn2nnnc2C(CC(C)C)N2CCN(c3ccc(F)cc3)CC2)cc1 (configuration not stated)
.,-6,6,2,2[fluorescence artefact?],-7,9,-27,-1,Cc1c(-c2ccccc2)oc2c(C(=O)OCC(=O)Nc3cccc(F)c3)cccc2c1=O
4,-15,4,0,0,-7,-2,0,6,COC(=O)COc1ccc(S(=O)(=O)N2CCOCC2)cc1C
-6,7,5,5,1,-16,0,7,-4,COc1ccccc1CNC(=O)c1cc2sccc2n1C
16,-8,6,2,6,0,8,-8,-2,CC(C)CCn1c(NCCN(C)C)nc2c1c(=O)[nH]c(=O)n2C
-7,6,-2,5,-5,-69,3,4,-6,C=CCOc1ccc(/C=C2\C(=N)N3N=C(S(=O)(=O)CC)SC3=NC2=O)cc1OC
-1,-15,4,-3,17,-3,8,15,8,CCCNC(=S)N1CCN(C(c2ccccc2)c2ccccc2)CC1
11,-9,-7,2,7[fluorescence artefact?],-2,11,-9,-8,CN1CCC(=NNC(=O)C(=O)NC2CCCCC2)CC1
5,-13,-1,1,4[fluorescence artefact?],-11,6,1,-5,N=c1c2c3c(sc2nc2n1CCCCC2)CCCC3
6,5,-2,4,-1,-5,18,1[fluorescence artefact?],12,CCn1c2ccccc2c2cc(NS(=O)(=O)c3ccccc3C)ccc21
9,9,5,2,2,15,15,24,3,CCOc1cc(/C=C2\C(=O)NN(c3ccccc3)C2=O)cc([N+](=O)[O-])c1O
-5,-5,8,-3,-1[fluorescence artefact?],-3,6,4[fluorescence artefact?],-4,CC(=O)c1cccc(NC(=O)c2nccnc2C(=O)O)c1
-8,17,0,-2,-1,-28,17,7,6,CC(C(=O)Nc1ncc2c(n1)CC(C)(C)CC2=O)N1C(=O)c2ccccc2C1=O (configuration not stated)
5,-9,1,-3,2,.,12,5,3,CC1=C(C(=O)OCc2ccccc2)C(c2ccc(Cl)cc2)NC(=O)N1CCCCCC(=O)O (configuration not stated)
-2,-6,5,3,2,5,3,-4,6,CCCNc1nc2c(c(=O)n(C)c(=O)n2C)n1CCc1ccccc1
4,-7,-3,3,-14,2,-16,-6,-7,O=C(CCNS(=O)(=O)c1cccc2nsnc12)NCCC1=CCCCC1
5,-1,10,-5,-1,-3,7,-9,7,CC(=NCCc1c(C)[nH]c2ccc(OC(F)(F)F)cc12)C1=C(O)CC(c2ccccc2)CC1=O (configuration not stated)
9,-2,1,-1,0,-7,1,3,3,COc1ccc(C(=O)c2ccc(Cl)cc2Cl)cc1
1,8,3,0,-6,-20,1,3[fluorescence artefact?],2,COc1ccc(/C=C2/SC(=O)N(NS(=O)(=O)c3ccccc3)C2=S)cc1OC
-8,-2,2,-1,3,-4,14,1,-3,CCOC(=O)c1cnc(SC2CC(=O)N(c3ccccc3)C2=O)nc1N (configuration not stated)
-2,-12,0,-2,0[fluorescence artefact?],-17,14,-11,4,CCOc1cccc(-c2nnc(SCC(=O)Nc3cc(C)ccc3OC)n2N)c1
3,1,3,0,-2,15,11,-20,2,Cc1c(Cl)cccc1NC(=S)N(CCCN1CCOCC1)Cc1ccco1
-4,-9,1,-1,1,-7,3,10,0,Cc1nn(-c2cc(N3CCNCC3)ccc2[N+](=O)[O-])c(=O)c2ccccc12
1,-26,3,2,-9,-10,-5,2[fluorescence artefact?],1,Cc1nc(/N=C(\N)NC(=O)c2ccccc2)nc2ccccc12
2,-1,-1,0,-6,-17,8,-11,2,Cc1cc(NC(=O)c2ccccc2)n(C(C)(C)C)n1
-7,-1,6,-2,0[fluorescence artefact?],0,2,3[fluorescence artefact?],-7,O=C(O)CCSc1nc2ccc(Br)cc2[nH]1
-13,5,5,3,3,1,11,11,2,COc1ccc2[nH]c(=O)c(CN(CCN(C)C)C(=O)NCc3ccccc3)cc2c1
1,-20,-5,-1,5[fluorescence artefact?],-6,13,11[fluorescence artefact?],8,CCN(c1ccccc1)S(=O)(=O)c1ccc(OC)c(OC)c1

(further entries)
Rad51 HR inh,hK5 inh,p97 ATPase inh,Wee1 stabilizer,eIF4E-4G inh,MDM2 E3 inh,FXIIa inh,14-3-3 Bad PPI,FXIa inh 1536,SMILES
-3,6,3,-2,4[fluorescence artefact?],-15,5,10,-17,O=C1C2CC=CCC2C(=O)N1c1ccc(OCC(O)Cn2nnc3ccccc32)cc1 (configuration not stated)
.,-3,4,0,-6,-2,12,-26[fluorescence artefact?],10,CCc1ccc(C(=O)N/N=C/c2cccc3ccccc23)nc1
4,-3,4,2,-1,.,3,-3,1,COc1ccc(-n2c(SCC(=O)N3CCOCC3)nnc2C(C)N2CCCCC2)cc1 (configuration not stated)
0,4,1,-2,1,-11,7,-8,-8,Cc1nc(C(F)(F)F)c(C(=O)NC(=O)Nc2ccccc2)s1
-9,-10,2,1,8,-6,-2,-2,-5,Cc1ccc(/C=N/NC(=O)CSc2nc3ccccc3n2Cc2ccccc2)o1
-6,-9,13,-1,0,-18,6,2[fluorescence artefact?],3,CCc1nnc(NC(=O)CN2CCN(c3nc(-c4ccccc4)cs3)CC2)s1

Exported tab-delimited: entries from further up.
molecule	Rad51 HR inh	hK5 inh	p97 ATPase inh	Wee1 stabilizer	eIF4E-4G inh	MDM2 E3 inh	FXIIa inh	14-3-3 Bad PPI	FXIa inh 1536
CCC1C(=O)n2nc(-c3ccccc3)cc2N=C1C (configuration not stated)	2	-19	1	-1	1[fluorescence artefact?]	2	12	12	4
O=C(NCc1ccccn1)C(=O)Nc1ccccc1	8	2	3	-4	-4	-3	9	-4	-2
Cc1cc(C)nc(/N=C(\N)Nc2ccc3c(c2)OCCO3)n1	.	-2	6	4	-2	-17	8	-9	-4
CCOC(=O)Cn1nnnc1CN1CCN(c2ccc(OC)cc2)CC1	.	21	-1	0	3	-5	9	-3	3
